CAL-PDZ inh HTS – CAL PDZ (human) peptide binding inhibition; Q9HD26; purified CAL PDZ, TMR-peptide fluorescence polarization, 1 h; inhibition, % at 24.9 µM; 300,000 compounds, 0.92% hits; AID 602252;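 active = mean inhibition of at least 30% with at least half of replicates also reaching 30%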;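 also: 0% = DMSO neutral control and 100% = excess unlabeled competitor peptide PRC23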
cardiac RTF act – cardiac RTF calcium sensitization; P19429+P45379; IANBD-labeled TnC RTF fluorescence at EC20 calcium; 0% EC20 calcium, 100% full calcium; activation, % at 7.2 µM; 340,000 compounds, 0.24% hits; AID 493008;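 active = activation above the mean over all tested compounds plus 3 SD, cut at about 30% in these data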;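 also: rise in fluorescence read as greater calcium sensitivity of cardiac thin filaments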
Cardiac RTF inh – cardiac RTF calcium desensitization; IANBD-labeled cardiac RTF, Ca2+ fluorescence; 340,000 compounds, 0.12% hits; inhibition, % at 7.15 µM;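 active = inhibition above the mean inhibition of all tested compounds plus 3 SD, cut at about 17% in these data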;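 also: assay run at fixed EC70 calcium of 1.6 mM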
HTR5A inv ag – counter-screen for OPRM1-OPRD1 inverse agonists: human HTR5A inverse agonism. P47898. HTR5A cell line, luminescence. inhibition, % at 9.3 µM. 340,000 compounds, 0.083% hits; in the data active = inhibition mostly above about 23%, no sharp cut-off; inactive = mostly below about 18%;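 also: 0% = cells with DMSO and 100% = no-cell wells with DMSO; some compounds called inactive have numbers as strong as hits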
V-ATPase pH – alters yeast V-ATPase proton transport. S. cerevisiae, pHLuorin cytosolic pH fluorescence. response, % at 10 µM. 350,000 compounds, 0.37% hits; in the data active = response mostly above about 7.3%, no sharp cut-off; inactive = mostly below about 5.4%; also: actives read high; inactives centre near 0; some compounds called inactive have numbers as strong as hits; reference of the scale not given here
OPRM1-OPRD1 inv – inverse agonists of human mu-delta opioid receptor heterodimerization | AID 504357 | inhibition, % at 9.3 µM | cell-based MOR-DOR heterodimer luminescence, inverse agonism | P35372+P41143 | 340,000 compounds, 0.21% hits; in the data active = inhibition above about 22%, passing the limit was not always enough;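 also: 0% = cells with DMSO and 100% = wells without cells with DMSO; values of inactives mirror those of a sister screen read the other way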
Target sequence (P35372 whole entry, looked up): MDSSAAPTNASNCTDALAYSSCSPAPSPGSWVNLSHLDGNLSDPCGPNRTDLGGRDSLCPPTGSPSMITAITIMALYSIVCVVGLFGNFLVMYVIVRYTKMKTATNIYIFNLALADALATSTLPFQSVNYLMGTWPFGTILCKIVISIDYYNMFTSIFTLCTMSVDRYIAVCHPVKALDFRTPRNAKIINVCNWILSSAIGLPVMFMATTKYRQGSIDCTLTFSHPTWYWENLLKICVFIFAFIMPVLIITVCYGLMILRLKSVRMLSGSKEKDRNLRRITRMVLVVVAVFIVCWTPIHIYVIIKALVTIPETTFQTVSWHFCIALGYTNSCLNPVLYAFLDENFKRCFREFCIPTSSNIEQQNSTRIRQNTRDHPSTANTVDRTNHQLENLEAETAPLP
Target sequence (P41143 whole entry, looked up): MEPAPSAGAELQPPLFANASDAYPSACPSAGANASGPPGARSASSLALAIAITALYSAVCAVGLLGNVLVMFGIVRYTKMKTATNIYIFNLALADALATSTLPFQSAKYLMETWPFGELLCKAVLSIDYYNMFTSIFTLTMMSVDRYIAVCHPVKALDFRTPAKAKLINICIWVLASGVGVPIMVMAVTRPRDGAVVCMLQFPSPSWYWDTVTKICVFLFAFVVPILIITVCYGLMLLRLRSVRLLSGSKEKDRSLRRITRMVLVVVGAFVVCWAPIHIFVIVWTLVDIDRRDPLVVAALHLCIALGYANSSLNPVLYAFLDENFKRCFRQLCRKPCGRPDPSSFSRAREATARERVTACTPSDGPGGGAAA
Keap1-Nrf2 PPI – disrupts human Keap1 binding to Nrf2 peptide; Q14145; Keap1 Kelch-Nrf2 peptide fluorescence polarization, 1536-well; inhibition, % at 9.4 µM; 340,000 compounds, 0.15% hits; AID 504523; in the data active = inhibition above about 12%;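 also: human Keap1 Kelch domain with fluorescein labeled Nrf2 9mer peptide probe; 0% = neutral control wells and 100% = peptide positive control; higher means more block of Keap1 binding to Nrf2 peptide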
LANA DNA inh – KSHV C-LANA DNA binding inhibition | MBP-C-LANA/FAM-LBS DNA binding, fluorescence polarization | inhibition, % at 9 µM | 340,000 compounds, 0.078% hits;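 active = highest replicate inhibition at or above 60% at 9 µM, even if other replicates fall short; inactive = all replicates below 60% inhibition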;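 also: 0% = neutral control wells and 100% = 4 µM acridine orange control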
MOR-DOR ag – OPRM1-OPRD1 heterodimerization agonism; P35372+P41143; activation, % at 9.3 µM; AID 504326; cells, luminescence; 340,000 compounds, 0.3% hits; in the data active = activation above about 18%;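 also: 0% = vehicle-treated cells and 100% = reference agonist; values of inactives mirror those of a sister screen read the other way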
HTR5A ag – activates human HTR5A in OPRM1-OPRD1 agonist counter-screen; P47898; HTR5A agonist assay, luminescence, cell-based; activation, % at 9.3 µM; 340,000 compounds, 0.61% hits; in the data active = activation mostly above about 9.5%, no sharp cut-off; inactive = mostly below about 7.6%;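 also: 0% = cells with vehicle only and 100% = reference agonist; strong numbers were not always called active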
Numbers without * were called inactive; / = not tested or not shown; & = joins results of further samples. Hits appear at their usual frequency; 2.8% or so of the library scored in one or more.

| SMILES | HTR5A inv ag | MOR-DOR ag | Keap1-Nrf2 PPI | CAL-PDZ inh HTS | cardiac RTF act | OPRM1-OPRD1 inv | HTR5A ag | Cardiac RTF inh | LANA DNA inh | V-ATPase pH |
| --- | --- | --- | --- | --- | --- | --- | --- | --- | --- | --- |
| Cc1ccc(P(=Nc2ccccc2)(N2CCOCC2)N2CCOCC2)o1 | 3 | -0.8 | -3 | -2 | 4 | 5 | -1 | -2 | -1.1 | 1 |
| c1csc(CCNc2ncnc3sc4c(c23)CCC4)c1 | -41 | -0.5 | -3 | / | 1 | 3 | 16 | -9 | -1.6 | -3 |
| Cc1ccccc1NC(=O)Cc1nnc(SCC(=O)N2CCN(c3ccccc3)CC2)n1C | -9 | -1.0 | -3 | -3 | -3 | 6 | 0 | -3 | 0.1 | 2 |
| CS(=O)(=O)NCc1ccc(C(=O)NCc2ccccc2)cc1 | 3 | -0.9 | -1 | -4 | -1 | 5 | -2 | -12 | 0.1 | 2 |
| Cc1cc(C)n(CC(=O)N/N=C/c2cc(Br)cc([N+](=O)[O-])c2O)n1 | 17 | -2.7 | -4 | -2 | -12 | 17 | -4 | -9 | 0.2 | -3 |
| Cc1ccc(N(CC(=O)NCCSc2nc3ccccc3s2)S(=O)(=O)c2ccccc2)c(C)c1 | -7 | 3.3 | -2 | -3 | 3 | -17 | -2 | -11 | -1.0 | -1 |
| CC(C)Cn1c(SCC(=O)N2CCN(C(=O)c3ccco3)CC2)nc2ccccc2c1=O | -25 | -2.2 | 3 | / | -3 | 12 | 0 | -2 | -0.1 | -2 |
| COc1cccc(/C=N/NC(=O)C(C)n2nc(C)c([N+](=O)[O-])c2C)c1O (stereo not drawn) | 4 | -1.9 | -3 | -2 | -4 | 10 | 2 | -4 | -0.1 | 1 |
| CC1CN(C(=O)CN(C)S(=O)(=O)c2ccc3ccccc3c2)CC(C)O1 (stereo not drawn) | 3 | -2.2 | 0 | -3 | -5 | 11 | -1 | -13 | -0.6 | -3 |
| CCc1ccc(NC(=O)CC2C(=O)Nc3c2c(=O)n(C)c(=O)n3C)cc1 (stereo not drawn) | 8 | 0.8 | -3 | -1 | -5 | -5 | 5 | -3 | 0.0 | 2 |
| CCOC(=O)c1nn(-c2ccccc2)c2nc(-c3ccc(OC)cc3)c(C#N)c(=O)n12 | 8 | -1.9 | -5 | -1 | 0 | 10 | -1 | -3 | 0.6 | -3 |
| COc1ccc(Cc2nnc(NC(=O)c3ccc(OC)c(OC)c3)s2)cc1OC | -3 | -0.2 | 0 | -1 | 0 | 1 | 1 | -1 | -1.2 | -6 |
| Nc1ccccc1-c1nnc(SCC(=O)Nc2ccccc2OC(F)F)[nH]c1=O | -1 | -3.5 | -3 | / | -4 | 18 | 0 | 4 | 0.0 | 2 |
| O=C(Cn1[nH]c(=O)c2ccccc2c1=O)NCc1cccnc1 | -3 | -0.4 | -4 | 4 | 5 | 2 | 1 | -4 | 2.2 | -1 |
| CCOC(=O)[C@@H]1[C@H]2COc3cc(OC)ccc3[C@@H]2N2C(=O)N(c3ccc(C)cc3)C(=O)[C@@]12C | 5 | -0.4 | -1 | 4 | -6 | 2 | 4 | 9 | 0.3 | 5 |
| COc1ccc2c(C)cc(SCC(=O)c3ccc4c(c3)OCO4)nc2c1 | 1 | 0.4 | -5 | / | 2 | -3 | 1 | -9 | 0.7 | -3 |
| CN(C)c1ccc(NC2=C([N+](=O)[O-])CS(=O)(=O)C2)cc1 | 4 | 1.4 | -4 | 2 | 17 | -8 | 3 | -9 | 0.8 | 1 |
| Cc1c(Cl)ccc2c(C(N)=O)cc(-c3ccccn3)nc12 | 8 | -0.5 | 0 | -7 | 6 | 2 | -3 | 1 | 0.8 | 0 |
| COC(=O)c1cc(CSc2ncnc3sccc23)oc1C | -11 | -1.4 | -11 | -7 | 1 | 7 | 3 | -15 | 2.2 | 1 |
| Cc1c(/C=N/Nc2ccc(C(=O)O)cc2)c2ccccc2n1C | -9 | -1.8 | -12 | 3 | 2 | 9 | 8 | -6 | -1.3 | 0 |
| Cc1cc(C(=O)NNc2c(Cl)cccc2Cl)n(C(C)(C)C)n1 | -11 | -2.0 | 2 | -4 | 0 | 11 | -5 | 1 | -2.4 | -6 |
| CCOC(=O)N1CCN(C(=O)CS(=O)Cc2nc(-c3ccc(C)cc3)oc2C)CC1 (stereo not drawn) | -13 | -0.4 | 2 | / | 5 | 3 | 4 | -9 | -0.9 | 0 |
| COc1ccc(CCc2nc(C)ccc2O)cc1 | 6&-5 | -0.5&-1.7 | -2&3 | -3&0 | -1&7 | 3&10 | 2&-9 | 6&-15 | 0.1&1.4 | 3&-2 |
| CCCCCCCCCOC(=O)C1N2C(=O)[C@@H](NC(=O)COc3ccccc3)[C@H]2SC1(C)C (stereo partly drawn) | -4 | -0.5 | -6 | -2 | -3 | 2 | 5 | -6 | 3.6 | -1 |
| CCN(CC)c1ccc(/C=N/NC(=O)c2ccoc2C)cc1 | -5 | -3.2 | 1 | / | -2 | 16 | 5 | -2 | -0.2 | 0 |
| O=C(Nc1ccc(Cl)c(Cl)c1)OCCNC(=O)c1cccc(Cl)c1 | -16 | 0.3 | 2 | -6 | 0 | -2 | 7 | -7 | -1.1 | -1 |
| CCOC(=O)c1c(NC(=O)COc2ncnc3ccccc23)sc(C(C)=O)c1C | 13 | -1.8 | -2 | 2 | 3 | 9 | 7 | -29 | 1.1 | 2 |
| O=C(O)C=C1C2CC3CC(C2)CC1C3 | -29 | -1.2 | -8 | -3 | 1 | 6 | 4 | -5 | -1.3 | 0 |
| O=C(c1ccc(F)c(S(=O)(=O)N2CCOCC2)c1)N(c1ccccc1)c1ccccn1 | -2 | -1.8 | 0 | -2 | -4 | 9 | 1 | 1 | 4.9 | 0 |
| COc1ccc(CNC(=O)c2cc(C)nn2-c2ccccc2)cc1 | -11 | -2.6 | -3 | -6 | -2 | 13 | 7 | -11 | 0.4 | -4 |
| Cc1ccc(C(=O)Nc2nc(-c3ccccn3)cs2)cc1S(=O)(=O)N1CCOCC1 | -27 | -0.1 | -2 | -4 | 2 | 1 | 11 | -6 | -0.9 | -4 |
| O=C(NNc1ncc(C(F)(F)F)cc1Cl)c1c(Cl)cccc1Cl | 28 | -4.7 | 3 | -1 | 3 | 24 | -2 | -4 | -0.2 | -2 |
| S=C(c1ccc(-c2cc(Cl)ccc2Cl)o1)N1CCOCC1 | -12 | -0.1 | -1 | -2 | 10 | 0 | 1 | -10 | -0.6 | -3 |
| COc1ccc(CCNC(=O)NC2CCCCC2)cc1OC | -2 | -3.5 | 3 | -3 | 1 | 17 | 3 | 2 | -0.5 | -8 |
| Cc1ccc(O)c(C2=Nc3ccccc3N=C(c3cccc([N+](=O)[O-])c3)C2)c1 | -4 | 0.2 | -2 | -5 | 2 | -1 | 2 | -3 | 0.0 | -2 |
| O=C(CN1C(=O)c2cccc3cccc1c23)N1CCN(c2ccc(F)cc2)CC1 | -9 | 0.7 | -1 | / | -1 | -4 | 3 | -1 | -0.5 | -1 |
| O=[N+]([O-])c1nn(-c2ccc3c(c2)OCCO3)n(O)c1=NCCCO | -16 | 8.8 | -6 | -2 | 6 | -47 | 2 | -8 | 0.3 | -1 |
| CN(C(=O)CCn1c(=S)oc2ccccc21)c1ccc(F)cc1 | 11 | 1.2 | 1 | 0 | 6 | -8 | -4 | 0 | 0.0 | -4 |
| CCn1nc(C(=O)NC2=NCCS2)c2ccccc2c1=O | -39 | -2.0 | -3 | -2 | 0 | 11 | -2 | -9 | 0.0 | 7 |
| CCc1nnc(NC(=O)C2CCCN2C(=O)NC2CCCCC2)s1 (stereo not drawn) | -8 | -1.2 | 0 | -2 | -3 | 6 | -2 | -19 | 0.8 | 1 |
| CCOCCc1c(O)nc(SCC(=O)N2CCOCC2)[nH]c1=O | 0 | 0.3 | 2 | / | -2 | -2 | 0 | 7 | 2.4 | -1 |
| Cc1ccc(CNC(=O)CCOc2ccc(C(C)(C)C)cc2)cc1 | -3 | 0.6 | -2 | -7 | 2 | -3 | 1 | -3 | -2.3 | 2 |
| CCOC(=O)Cc1csc(NC(=S)NC(=O)c2ccc(F)cc2)n1 | 11 | -1.3 | -6 | -3 | -4 | 6 | -5 | -4 | 3.4 | 4 |
| O=c1[nH]c2ccc(NCc3ccccc3OCc3ccc(Cl)cc3)cc2[nH]1 | -10 | 2.1 | -5 | -1 | -1 | -9 | 3 | 3 | -1.0 | 2 |
| COC(=O)c1ccc(NS(=O)(=O)c2ccc(SC)cc2)cc1 | -23 | -1.0 | -2 | 0 | -2 | 6 | 2 | 4 | 1.2 | 2 |
| COCCN(C(=O)CCC(=O)Nc1nccs1)C(C(=O)NCCC(C)C)c1ccc(F)cc1 (stereo not drawn) | 8 | -1.6 | -3 | / | 6 | 10 | 0 | -19 | -0.3 | -1 |
| CCc1ccc2[nH]c(C(=O)N(C)c3ccc(F)cc3F)cc2c1 | -9 | 1.4 | -1 | -2 | 7 | -6 | 3 | 2 | -1.0 | 0 |
| CC1CCCC(N2CCN(C(=O)c3ccc(F)cc3)CC2)C1 (stereo not drawn) | 4 | -0.3 | -2 | / | 5 | 1 | -1 | -6 | 1.0 | 4 |
| CCOc1ccc(NC(=O)C2CC(=O)N(CCc3ccc(OC)c(OC)c3)C2)cc1OCC (stereo not drawn) | -4 | 0.4 | 0 | 0 | 4 | -2 | 1 | -7 | 2.1 | -5 |
| COc1ccc(N(C(=O)c2snc(C(N)=O)c2N)C(C(=O)NCc2ccccc2)c2ccc(F)cc2)c(OC)c1 (stereo not drawn) | -3 | -0.9 | -2 | -7 | 2 | 5 | 1 | -47 | -0.3 | 2 |
| CCCN(CCC)CCCNc1ccc2nnc(-c3ccc(F)cc3)n2n1 | -10 | 0.8 | -2 | -3 | 8 | -5 | 3 | -8 | -1.2 | 7 |
| CNc1nc2c(Cl)cc(Cl)cc2s1 | 20 | 1.5 | -2 | -3 | 10 | -7 | -1 | -8 | 0.8 | 3 |
| O=C1CCCCC1c1cccc2ccccc12 (stereo not drawn) | 13 | -3.7 | 3 | 9 | 3 | 19 | 0 | 6 | -0.4 | -1 |
| CC(=O)N1CCN(Cc2nc3cc(NC(=O)c4cccc(Br)c4)ccc3n2C)CC1 | -20 | -1.3 | -7 | -9 | 1 | 7 | 6 | -4 | -0.8 | 3 |
| COc1cc(-c2cccc([C@H]3[C@@H]4C=CC[C@@H](C)[C@@H]4C(=O)N3Cc3ccccc3)c2)cc(OC)c1OC | -16 | 0.5 | -3 | -2 | 0 | -2 | 4 | -8 | -3.4 | 2 |
| CC(C)c1c(C(=O)N/N=C/c2cccc(OCc3ccccc3)c2)nnn1-c1nonc1N | -14 | 3.1 | -1 | -6 | 0 | -17 | -3 | -3 | 2.5 | -2 |
| COc1cccc(NC(=O)C2C3C=CC4(O3)C2C(=O)N(CCN2CCCCC2)C4C(=O)NC2CCCCC2C)c1 (stereo not drawn) | 2 | 2.3 | 3 | -3 | -5 | -19 | -1 | -7 | 2.0 | 3 |
| O=C(/C=C/c1cccc2ccccc12)NCCC1=CCCCC1 | 10 | -0.7 | 4 | -4 | -1 | 4 | -4 | -5 | -1.0 | 0 |
